Screening data from PubChem BioAssay.
PfHsp40 rescue: rescue of yeast from PfHsp40 toxicity, primary screen, S. cerevisiae, ATP luminescence; S. cerevisiae expressing PfHsp40, growth rescue; growth rescue, % at 12.5 µM; 0.68% of 340,000 active; AID 504582, 2011; in the data active means growth rescue above about 28%, passing the limit was not always enough; inconclusive means no clear call, values can overlap the other calls;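 further: yeast W303a lacking pdr1 and pdr3 grown in galactose medium; growth measured after three days at 30 °C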
Mtb BioA inh: M. tuberculosis BioA enzyme inhibitors, primary screen, biochemical, plate reader, single point, HTS | inhibition, % at 9.99 µM | 7,8-diaminopelargonic acid synthase BioA (Mycobacterium tuberculosis) | purified M. tuberculosis BioA enzyme | 0.096% of 360,000 active; in the data active means inhibition above about 40%; inconclusive means no clear call, values can overlap the other calls
FadD28 FP inh: inhibitors of FadD28 bisubstrate probe binding, primary screen, biochemical, fluorescence polarization, single point; Mycobacterium tuberculosis FadD28 fatty-acid-AMP ligase; inhibition, % at 12.5 µM; 0.22% of 360,000 active; AID 588549, 2011; in the data active means inhibition above about 8.5%, passing the limit was not always enough; inconclusive means no clear call, values can overlap the other calls
FBA Mtb inh: Mtb FBA enzyme inhibitors, primary screen, biochemical, fluorescence, strain H37Rv | Fructose-bisphosphate aldolase (Mycobacterium tuberculosis (strain ATCC 25618 / H37Rv)), … | purified M. tuberculosis FBA, fluorescence read-out | inhibition, % at 1 µM | 2.3% of 360,000 active; in the data active means inhibition above about 27%;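 further: 0% = vehicle and 100% = reference inhibitor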
Target sequence (P9WQA3 whole entry, looked up): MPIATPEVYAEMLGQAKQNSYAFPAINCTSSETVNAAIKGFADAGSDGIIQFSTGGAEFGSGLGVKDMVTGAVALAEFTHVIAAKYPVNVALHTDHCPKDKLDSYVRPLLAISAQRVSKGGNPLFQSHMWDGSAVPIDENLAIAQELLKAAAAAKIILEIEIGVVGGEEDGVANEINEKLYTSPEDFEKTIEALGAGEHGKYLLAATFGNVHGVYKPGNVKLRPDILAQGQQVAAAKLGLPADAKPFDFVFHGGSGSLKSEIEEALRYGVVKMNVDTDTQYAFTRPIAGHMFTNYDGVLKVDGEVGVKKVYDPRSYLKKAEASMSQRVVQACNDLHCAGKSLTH
GDH-TPI counter: GDH-TPI coupling enzyme inhibitors, primary screen, artefact control for M. tuberculosis FBA inhibitor project, biochemical, absorbance, full deck; GDH-TPI coupled enzyme counterscreen, NADH absorbance; inhibition, % at 4.8 µM; 1.2% of 360,000 active; AID 588335, 2011; in the data active means inhibition above about 30%;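 further: 0% = DMSO wells and 100% = wells lacking the enzyme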
Anthrax LF prot: Bacillus anthracis LF protease inhibitors, primary screen, biochemical, multiplex microsphere, MLPCN library. inhibition, % at 10 µM. 0.12% of 360,000 active. multiplex microsphere protease cleavage assay. AID 588501, 2011; further: plate controls were buffer without enzyme for full effect and enzyme alone for no effect
BoNT-F LC inh: BoNT/F light chain protease inhibitors, primary screen, biochemical, flow cytometry, MLPCN library | Botulinum neurotoxin type F light chain protease (Clostridium botulinum) | Multiplex microsphere protease cleavage assay | inhibition, % at 10 µM | 0.22% of 360,000 active; in the data active means inhibition above about 35%, passing the limit was not always enough; inconclusive means no clear call, values can overlap the other calls; further: plate controls were buffer without enzyme for full effect and enzyme alone for no effect
BoNT A protease: BoNT/A light chain protease inhibitors, primary screen, biochemical, flow cytometry, MLPCN library. multiplex microsphere protease substrate cleavage. inhibition, % at 10 µM. 0.17% of 360,000 active. AID 588499, 2011; further: plate controls were buffer without enzyme for full effect and enzyme alone for no effect
Mtb UGM inh: M. tuberculosis UGM enzyme inhibitors, primary screen, biochemical, fluorescence polarization, single point; 0.06% of 320,000 active; UDP-galactopyranose mutase (Mycobacterium tuberculosis (strain ATCC 25618 / H37Rv)), …; inhibition, % at 10 µM; purified UGM, fluorescence polarization probe displacement; in the data active means inhibition above about 10%, passing the limit was not always enough; inconclusive means no clear call, values can overlap the other calls
Target sequence (P9WIQ1 whole entry, looked up): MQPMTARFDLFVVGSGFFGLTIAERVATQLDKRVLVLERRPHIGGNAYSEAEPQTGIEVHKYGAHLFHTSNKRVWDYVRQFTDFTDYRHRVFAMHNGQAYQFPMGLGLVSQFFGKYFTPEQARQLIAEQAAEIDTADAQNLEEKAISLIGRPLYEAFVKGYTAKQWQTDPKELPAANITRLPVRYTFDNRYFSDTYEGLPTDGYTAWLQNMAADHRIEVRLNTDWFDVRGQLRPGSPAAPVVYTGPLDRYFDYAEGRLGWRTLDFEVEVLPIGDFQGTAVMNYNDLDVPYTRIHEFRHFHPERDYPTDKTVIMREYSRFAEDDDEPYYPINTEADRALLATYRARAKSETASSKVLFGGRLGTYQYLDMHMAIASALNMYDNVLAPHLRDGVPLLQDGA
Numbers without * were called inactive; ? = inconclusive; . = not tested or not shown; & = joins results of further samples. Unless noted, no stated cut-off is given here; in the data, active means inhibition above about 30%; inconclusive means no clear call, values can overlap the other calls; inactive means below that. This is a random part of the collection; 4.7% or so of the library scored in one or more.

no.	structure	PfHsp40 rescue	Mtb BioA inh	FadD28 FP inh	FBA Mtb inh	GDH-TPI counter	Anthrax LF prot	BoNT-F LC inh	BoNT A protease	Mtb UGM inh
1	Cc1ccc(CNS(=O)(=O)c2c(C)[nH]c(C)c2C(=O)N2CCCCC2)cc1	0.2	-0.7	-1.6	0	2	0	4	-1.8	-1.4
2	CC1(Cc2ccccc2OC(F)(F)F)C(=O)Nc2ccc(OC(F)(F)F)cc21 (configuration not stated)	.	17	-0.7	-1	-3	-1	0	0.0	.
3	CC(=O)C1CCCN(C(=O)c2ccc3oc(CCc4ccccc4)nc3c2)C1 (configuration not stated)	-1.8	0.7	-3.5	-9	0	-1	6	0.5	-2.0
4	O=C(O)CC1(CC(=O)NCc2ccc(F)cc2)CCCCC1	-0.3	0.8	-1.0	6	3	-6	-41	-3.2	0.7
5	CN(Cc1ccc(Cl)s1)C(=O)CN1C(=O)N(C)C2(CCCCC2)C1=O	0.2	-1.9	-1.3	2	0	-3	-9	-0.8	.
6	COc1ccc(NC(=O)CN(C)C(=O)c2cn(-c3ccccc3)nc2-c2ccc(F)cc2)cc1	4.3	-0.5	-4.6	-3	-6	-4	-3	-0.2	-0.8
7	C=CCC(Nc1ccco1)c1ccccc1 (configuration not stated)	0.7	2.1	0.5	4	5	-9	-23	-0.6	0.3
8	O=C(O)c1cccc(Nc2ncnc3ccc(Br)cc23)c1	-0.2	.	-5.0	3	24	-4	-3	-1.0	0.2
9	Cc1cccc(N(CC(=O)Nc2ccc(F)cc2)S(C)(=O)=O)c1	-1.7	3.2	-2.3	2	9	-16	-9	?	2.0
10	O=C(c1cccs1)N1CCN(c2ccccc2)CC1	0.6	-0.7	-2.8	1	-5	-3	-1	0.2	1.0
11	Cc1ccc(C(=O)NNC(=O)c2csc(N3CCOCC3)n2)s1	-1.1	-0.5	-1.7	2	6	1	1	-3.1	4.2
12	Nc1cc(=O)[nH]c(SCC(=O)Nc2ccc(N3CCCCC3)cc2)n1	0.3	-0.5	-1.6	2	1	-10	-6	0.1	1.5
13	CCCN1CCC(=O)N([C@H](CO)c2ccccc2)CC1	1.9	-1.4	-3.0	-1	-3	4	-4	-0.9	-1.9
14	COc1ccc(-c2ccnc3c(C#N)cnn23)cc1	-1.3	1.7	-1.4	171*	13	-1	6	0.4	-0.7
15	CCN(CC)S(=O)(=O)c1ccc(N2CCCCC2)c(NC(=O)/C=C/c2ccc(OC)c(OC)c2)c1	1.3	-1.4	-4.2	-2	27	0	34	4.5	-1.3
16	CCn1ncc(C2=NOC(C(=O)Nc3ccccc3C(=O)OC)C2)c1C (configuration not stated)	-1.2	3.0	0.2	3	-2	-3	2	?	1.2
17	O=C(Cc1ccc([N+](=O)[O-])cc1)Nc1nccs1	-0.6	0.6	-1.4	2	4	4	-18	0.2	-1.7
18	O=C(NC1=C(Nc2ccc(Cl)cc2)C(=O)c2ccccc2C1=O)c1ccccc1	0.6	.	-2.9	-1	2	-2	-7	-1.7	-1.6
19	CCOc1cc(/C=N/O)cc(Cl)c1OC	0.4	0.1	-2.3	-1	-3	-1	0	-0.2	.
20	Cc1ccc(Cl)cc1NC(=O)COC(=O)CC1CC2CCC1C2 (configuration not stated)	3.5	2.2	-0.9	-5	1	-2	-1	-0.8	2.1
21	COc1ccccc1NC(=O)CSC1=NC(=O)C(NC(C)=O)C(=O)N1 (configuration not stated)	-1.0	1.0	-3.8	6	1	-2	-4	-0.4	0.1
22	CCCCOC(=O)Nc1ccccc1C(=O)OC	1.8	-2.5	-2.5	1	21	-10	-25	-4.9	-1.9
23	O=C1CCN(CCc2ccccc2)CCN1[C@H](CSc1ccc(Br)cc1)Cc1ccccc1	-0.5	-1.8	-2.8	-2	-1	-4	-3	-0.4	0.9
24	O=C1CC(N(Cc2cccs2)C(=O)Nc2ccccc2)C(=O)N1c1ccc(Cl)cc1 (configuration not stated)	0.4	-1.5	-2.8	-2	1	-2	-11	0.0	0.8
25	C/C(=N\NC(=O)CSCc1ccc([N+](=O)[O-])cc1)c1ccccc1O	1.0	0.9	-3.8	0	-1	0	1	0.1	0.8
26	COc1ccccc1NC(=O)Cc1coc2cc(C)ccc12	0.1	0.3	-3.1	1	1	-7	-12	0.6	-1.5
27	Cc1cccc2cc(CN(Cc3ccc(F)cc3)Cc3nnnn3C3CCCC3)c(=O)[nH]c12	-0.8	-0.2	-1.1	2	13	-3	-6	-0.8	-3.1
28	Cc1nc2ncccn2c1-c1csc(Nc2cccc(C(=O)O)c2)n1	-0.9	0.2	0.9	7	-1	8	-12	1.4	0.9
29	COc1ccccc1CNC(=O)C1CCN(C(=O)N(C)C)CC1	0.1	0.9	-1.7	2	0	-2	1	0.3	0.1
30	Cc1ccc(S(=O)(=O)NC(=O)c2ccc(-c3ccc(C)c4ccccc34)o2)cc1	7.2	2.8	-7.7	130*	29	-6	-9	-0.3	-0.7
31	CC(=NN(Cc1ccccc1)c1ccccc1)c1ccccc1	1.8	.	-0.9	1	-1	-6	3	-0.2	.
32	Cc1ccc(NC(=O)c2sc(N)nc2-c2ccc([N+](=O)[O-])cc2)cc1C	0.1	-0.4	-4.6	2	16	5	-9	0.4	0.4
33	O=C(CN1C(=O)C(=O)N(C2CCCC2)C1=O)Nc1ccc(N2CCOCC2)cc1	1.2	.	-1.2	0	4	1	-10	0.4	-2.4
34	CCCOc1ccc(C(=O)Nn2c(C)nc3ccccc3c2=O)cc1	-0.5	-1.1	-1.5	0	20	-2	-2	1.0	-1.7
35	COc1ccc(CCNC(=O)c2csc3c2CCCC3)cc1	0.8	1.4	0.1	-1	-2	3	-5	-0.1	1.6
36	C/C(=N/NS(=O)(=O)c1ccc(C)cc1)c1ccc(NC(=O)C(F)(F)F)cc1	-0.8	.	-2.2	-1	14	0	-7	-0.1	3.5
37	CN(CC(=O)Nc1ccc(S(=O)(=O)N2CCCC2)cc1)Cc1ccc(Cl)cc1	0.7	-0.7	-2.3	2	2	-1	-9	-1.5	-0.3
38	COc1cc(/C=N/n2c(=S)[nH]nc(C)c2=O)cc([N+](=O)[O-])c1O	-2.4	0.5	0.3	-12	20	-6	-2	-0.7	1.8
39	COc1ccc(-c2nn(-c3ccccc3)cc2C(=O)Nc2ccc(C(=O)O)cc2)cc1OC	0.2	0.2	-2.6	2	-2	-3	2	1.2	-2.3
40	CCOC(=O)c1c[nH]c2c(Cl)c(Cl)ccc2c1=O	-1.1	.	-4.9	-8	4	4	10	0.2	-4.1
41	COc1ccc(CNC(=O)COC(=O)/C=C/c2ccc(S(=O)(=O)N3CCOCC3)cc2)cc1	0.1	-2.1	-3.3	-6	-1	-2	-5	-0.6	-2.7
42	O=c1c2ccccc2sn1-c1ccc(S(=O)(=O)N2CCCC2)cc1	-1.3	-0.3	-3.1	1	-7	6	19	27	0.8
43	CN(C)c1ccc2nsnc2c1[N+](=O)[O-]	-0.7	-0.9	-3.0	-10	5	?	-25	-0.6	-0.5
44	CN(C)CCCNC(=S)NCc1ccc(Cl)cc1	-1.1	-4.0	-1.0	-1	8	-1	5	-0.6	0.3
45	Cc1ccc(C)c(NS(=O)(=O)c2c(C)[nH]c(C)c2C(=O)N2CCCCC2)c1	-1.2	-0.1	-0.9	3	0	1	-4	2.6	-0.6
46	CCc1cccc(C)c1NC(=S)N(CCOC)C(C)c1ccco1 (configuration not stated)	-0.7	7.8	-1.9	2	12	-5	-12	-0.1	1.5
47	COc1cccc(CN(C)C(=O)Cc2c[nH]c3ccccc23)c1OC	-1.8	0.9	-1.0	4	1	3	3	1.3	-2.7
48	CC1(C(=O)NC2CCCC2)CCC(=O)N1CCc1c[nH]c2ccccc12 (configuration not stated)	.	0.6	-0.9	1	.	2	-14	0.4	.
49	C=CCn1c(SCC(=O)Nc2ccccc2OC)nc(O)c(CC)c1=O	-0.2	0.8	-3.0	-1	1	-3	0	0.5	2.9
50	C[C@H]1CN([C@@H](C)CO)C(=O)CCCn2nncc2CO[C@@H]1CN(C)C(=O)Oc1ccccc1	.	-4.1&-1.8	-0.5	1	14	-2	0	0.4	.

Next section:
no.	structure	PfHsp40 rescue	Mtb BioA inh	FadD28 FP inh	FBA Mtb inh	GDH-TPI counter	Anthrax LF prot	BoNT-F LC inh	BoNT A protease	Mtb UGM inh
51	Fc1ccc(COc2cccc(CNCc3ccncc3)c2)cc1	-0.7	.	1.0	4	5	-1	0	1.0	0.5
52	CCc1nnc(NC(=O)CSc2nnc(-c3ccccc3OC)n2-c2ccc(C)cc2)s1	0.7	0.8	-1.1	1	-7	2	-13	-0.4	0.7
53	Cc1cc(C(C)c2ccccc2)c(O)c(CN2CCOCC2)c1C (configuration not stated)	0.3	7.3	-2.8	1	-3	-2	8	-0.9	0.5
54	Cc1cc(=O)oc(C)c1C(=O)NCC(C)C	-1.6	-1.1	-0.9	2	7	-1	3	0.7	0.6
55	O=S(=O)(N/N=C\c1cccc(F)c1)c1ccccc1	1.1	-0.9	0.1	2	-2	-1	6	2.7	-1.2
56	CC(C)(C)n1nc2c(c1NC(=O)c1ccc(C(F)(F)F)cc1)CS(=O)(=O)C2	-1.9	-0.3	1.8	1	-10	0	3	-0.3	-0.9
57	COCCn1c(SCCCC(=O)c2ccc(Br)cc2)nnc1-c1ccncc1	-1.4	.	-1.3	-1	4	-8	-2	-1.0	2.2
58	Cc1ccc(C(=O)CC(C(=O)O)c2cn(CCC#N)c3ccccc23)cc1 (configuration not stated)	1.4	0.2	-0.1	1	-2	-7	-3	-1.2	2.9

Profiles from above. Order of screens: PfHsp40 rescue, Mtb BioA inh, FadD28 FP inh, FBA Mtb inh, GDH-TPI counter, Anthrax LF prot, BoNT-F LC inh, BoNT A protease, Mtb UGM inh
`CC1(Cc2ccccc2OC(F)(F)F)C(=O)Nc2ccc(OC(F)(F)F)cc21` (configuration not stated) is entered as ., 17, -0.7, -1, -3, -1, 0, 0.0, .
`Cc1cccc(N(CC(=O)Nc2ccc(F)cc2)S(C)(=O)=O)c1` is entered as -1.7, 3.2, -2.3, 2, 9, -16, -9, ?, 2.0
